Bioassay records deposited in PubChem BioAssay by National Center for Advancing Translational Sciences (NCATS).
MCF10A rerep: A quantitative high throughput screen for small molecules that induce DNA re-replication in MCF 10a normal breast cells; MCF 10A DNA re-replication, Hoechst nuclear intensity, 48 h; Potency, µM (highest dose often 46.1 µM), inactives show at the highest dose activity, positive = re-replication, hits mostly activators; actives 2.9% (n = 350,000); also: potency is read from the fitted curve at half-maximal effect; % of control where 0% means no effect; nearly all actives have a fitted effect of over 50% in size
KB-3-1 tox: qHTS assay for MDR1-selective chemotherapeutics: Primary screen using the parental adenocarcinoma cell KB-3-1; actives 1.4% (n = 400,000); KB-3-1 viability, CellTiter-Glo ATP luminescence, 72 h; Potency, µM (doses to about 46.1 µM), for the others: at the highest dose activity change, negative = cytotoxic, hits mostly cytotoxic; AID 1347075, 2019; also: potency is read from the fitted curve at half-maximal effect; % is scaled to controls: 0 for no effect and ±100 for the full control effect; nearly all actives have a fitted effect of over 60% in size
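KB-3-1 parental drug-naive adenocarcinoma cells in DMEM/10% FBS, incubated 72 h at 37 C with pin-transferred compounds across a concentration series. Viability by CellTiter-Glo luminescence; concentration-response curves fitted after normalization.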
KB-V1 MDR tox: qHTS assay for MDR1-selective chemotherapeutics: Primary screen using the drug-selected MDR subline cells KB-V1; KB-V1 MDR cells viability, CellTiter-Glo, 72 h; Potency, µM (highest dose often 46.1 µM), for inactives: at the highest dose activity change, negative = cytotoxicity, actives largely listed as cytotoxic; actives 3.4% (n = 400,000); also: potency is read from the fitted curve at half-maximal effect; % is scaled to controls: 0 for no effect and ±100 for the full control effect; nearly all actives have a fitted effect of over 60% in size
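KB-V1 cells (P-gp-expressing MDR subline of KB-3-1) in phenol-red-free DMEM with 10% FBS were exposed to library compounds over a concentration series for 72 h at 37 degrees C. Viability read by CellTiter-Glo luminescence; concentration-effect curves fitted after normalization.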
HT1080NT lethal: qHTS for induction of synthetic lethality in tumor cells producing 2HG: qHTS for the HT-1080-NT fibrosarcoma cell line; HT-1080-NT fibrosarcoma viability, CellTiter-Glo ATP luminescence, 48 h; Potency, µM (series often up to 46.1 µM), for inactives: top-dose activity, negative = less viability, hits mostly cytotoxic; actives 1.6% (n = 360,000);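 also: NT is the 2HG producing partner of a matched IDH1 knockdown line; potency is read from the fitted curve at half-maximal effect; 0% = DMSO-treated cells and -100% = media-only wells without cells; nearly all actives have a fitted effect of over 55% in size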
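Viability of the 2HG-overproducing fibrosarcoma line after 48 hours of compound exposure at 37 degrees C was determined by luminescence with CellTiter-Glo, and concentration-effect curves were then fitted and categorized.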
HT1080 IDH1KD tx: qHTS for induction of synthetic lethality in tumor cells producing 2HG: qHTS for the HT-1080-IDH1KD cell line. HT-1080 IDH1 knockdown viability, ATP luminescence, 48 h. Potency, µM (doses to about 46.1 µM), without a hit: top-dose activity, negative = toxicity, usual class: cytotoxic. actives 2% (n = 360,000);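 also: potency is read from the fitted curve at half-maximal effect; 0% = DMSO wells and -100% = cell-free medium wells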
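% activity derives from luminescence (CellTiter-Glo), normalised to DMSO and no-cell wells. HT-1080-IDH1KD cells, 750/well, had 48 h compound exposure at 37 °C.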
IL1B secr inh: qHTS for Inhibitors of Inflammasome Signaling: IL-1-beta AlphaLISA Primary Screen; THP-1 LPS/ATP IL-1B secretion, AlphaLISA, 16 h; active compounds read low; activity change, % at 57.5 µM; actives 4.7% (n = 360,000); AID 743279, 2014; in the data active = activity change below about -50%; inconclusive = mostly about -30% to -49%; also: % is scaled to controls: 0 for no effect and ±100 for the full control effect
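THP-1 cells pretreated 1 hr with compounds (up to 57.5 uM final), then stimulated with LPS (250 ng/mL final) plus ATP (1.25 mM final); secreted IL-1B measured by AlphaLISA after 16 hr, decreased signal indicating inhibition.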
SW480 rereplic: A quantitative high throughput screen for small molecules that induce DNA re-replication in SW480 colon adenocarcinoma cells; SW480 DNA re-replication, Hoechst DNA content imaging, 48 h; Potency, µM (doses to about 46.1 µM), for inactives: top-dose re-replication activation, hits mostly activators; actives 1.8% (n = 340,000); also: potency is read from the fitted curve at half-maximal effect; % of control where 0% means no effect; nearly all actives have a fitted effect of over 55% in size
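Quantitative HTS format with DMSO vehicle controls; 48 hr drug incubation at 37 C, then 40 min Hoechst staining and scanning imager measurement at 405 nm excitation.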
DRD3 agonist: qHTS of D3 Dopamine Receptor Agonist: qHTS | D(3) dopamine receptor (Homo sapiens), P35462 | D3R DiscoveRx beta-arrestin cells, luminescence, 90 min | max activation, % | actives 0.58% (n = 410,000); in the data active = max activation above about 30%; also: 0% is about no effect; mostly tested at two doses, the higher about 12 µM
Target sequence (P35462 whole entry, looked up): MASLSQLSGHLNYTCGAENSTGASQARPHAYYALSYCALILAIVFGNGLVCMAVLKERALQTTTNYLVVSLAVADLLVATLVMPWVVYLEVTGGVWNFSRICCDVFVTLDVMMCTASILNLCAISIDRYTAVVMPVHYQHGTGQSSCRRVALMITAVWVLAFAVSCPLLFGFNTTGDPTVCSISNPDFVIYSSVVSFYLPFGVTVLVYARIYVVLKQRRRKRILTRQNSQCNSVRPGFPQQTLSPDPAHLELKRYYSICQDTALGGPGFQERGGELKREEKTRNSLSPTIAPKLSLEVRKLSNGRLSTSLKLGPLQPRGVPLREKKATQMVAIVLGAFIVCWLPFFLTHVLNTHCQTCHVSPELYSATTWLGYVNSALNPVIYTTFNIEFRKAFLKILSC
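Cells at 1500/well, incubated overnight, then treated with pinned compounds (dopamine as control) for 90 min at 37 degrees C. DiscoveRx reagent added for 30 - 60 minutes at room temperature; luminescence read.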
GLP1R cytotox: qHTS of GLP-1 Receptor Inverse Agonists: Cytotox Screen; AID 624418, 2012; HEK293 cAMP-luciferase reporter cells, luminescence, 24 h; Potency, µM (highest dose often 38.3 µM), inactives show at the top dose activity change, negative = inhibition, usual class: inhibitors; actives 0.13% (n = 410,000);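 also: loss of luciferase light is scored as toxicity; potency is read from the fitted curve at half-maximal effect; % is scaled to controls: 0 for no effect and ±100 for the full control effect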
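MLSMR compounds, 24 hr on cells at 37 deg C/5% CO2; luminescence after luciferase reagent (12 min RT). Inhibition counted as the undesired cytotoxic outcome.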
* = called active by the depositor; [ ] = another dose, or the depositor's remark. Unless noted, calls follow the shape of the dose curve; as a rule, active = well fitted curve in the direction sought with a large enough effect; inconclusive = small, poorly fitted or top-dose-only effect, or another doubt; inactive = no such curve, though single readings can be large; an effect the other way counts as inactive or inconclusive.

Results for COc1ccc(-c2c[n+](CC(=O)c3ccccc3)c3n2CCCCC3)cc1 ?
MCF10A rerep: 5%; KB-3-1 tox: inconclusive; KB-V1 MDR tox: 24%; HT1080NT lethal: inconclusive; HT1080 IDH1KD tx: inconclusive; IL1B secr inh: inconclusive; SW480 rereplic: 0%; DRD3 agonist: -22; GLP1R cytotox: 1%

How did CN(Cc1ccccc1)C(=O)COC(=O)C12CC3CC(CC(Br)(C3)C1)C2 do in these assays?
MCF10A rerep: 1%; KB-3-1 tox: -1%; KB-V1 MDR tox: 0%; HT1080NT lethal: 2%; HT1080 IDH1KD tx: -4%; IL1B secr inh: -2; SW480 rereplic: -11%; DRD3 agonist: -13; GLP1R cytotox: 1%

How did CCOC(=O)[C@]12CCC=C1N(Cc1ccc3c(c1)OCO3)C(=O)[C@H](CC(=O)NCc1cccc3ccccc13)C2 do in these assays?
KB-3-1 tox: inconclusive; KB-V1 MDR tox: 0%; HT1080NT lethal: inconclusive; HT1080 IDH1KD tx: inconclusive; IL1B secr inh: -60*; DRD3 agonist: 3; GLP1R cytotox: -4%

How did Cc1ccc(OCC(=O)N2CCC(N3CCCCCC3)CC2)cc1 do in these assays?
MCF10A rerep: 3%; KB-3-1 tox: -7%; KB-V1 MDR tox: 6%; HT1080NT lethal: 14%; HT1080 IDH1KD tx: 11%; IL1B secr inh: 13; SW480 rereplic: 0%; DRD3 agonist: 2; GLP1R cytotox: -15%

How did O=C(c1cccc(-c2ccc(O)cc2)c1)N1CCOCC1 do in these assays?
MCF10A rerep: 1%; KB-3-1 tox: 5%; KB-V1 MDR tox: 3%; HT1080NT lethal: 14%; HT1080 IDH1KD tx: 17%; IL1B secr inh: 18; SW480 rereplic: -9%; DRD3 agonist: 1; GLP1R cytotox: -22%

What do the screens show for `Cc1ccc(-c2nn(-c3ccccc3)cc2/C=N/NC(=O)CSc2nnc(C)n2-c2ccccc2)cc1`?
MCF10A rerep: 15%; KB-3-1 tox: inconclusive; KB-V1 MDR tox: inconclusive; HT1080NT lethal: inconclusive; HT1080 IDH1KD tx: inconclusive; IL1B secr inh: -62*; SW480 rereplic: 1%; DRD3 agonist: 9; GLP1R cytotox: inconclusive

How did Cn1c(-n2c(-c3ccco3)nc3ccccc3c2=O)nc2ccccc21 do in these assays?
MCF10A rerep: inconclusive; KB-3-1 tox: -15%; KB-V1 MDR tox: inconclusive; HT1080NT lethal: -22%; HT1080 IDH1KD tx: inconclusive; IL1B secr inh: 11; SW480 rereplic: inconclusive; DRD3 agonist: 0; GLP1R cytotox: -9%

How did COCCCn1c(SCc2cc(=O)[nH]c3ccccc23)nnc1-c1ccco1 do in these assays?
MCF10A rerep: 2%; KB-3-1 tox: -6%; KB-V1 MDR tox: inconclusive; HT1080NT lethal: 0%; HT1080 IDH1KD tx: -2%; IL1B secr inh: 3; SW480 rereplic: -8%; DRD3 agonist: 3; GLP1R cytotox: -16%

What do the screens show for `CCN(CC)S(=O)(=O)c1cccc(-c2nnc(SCC(=O)c3cc(C)n(C)c3C)o2)c1`?
MCF10A rerep: 18%; KB-3-1 tox: 2%; KB-V1 MDR tox: inconclusive; HT1080NT lethal: 15%; HT1080 IDH1KD tx: 11%; IL1B secr inh: -25; SW480 rereplic: 12%; DRD3 agonist: -4; GLP1R cytotox: -8%

What do the screens show for `CCOc1ccc(N(CC(=O)NCc2cccc(OC)c2)S(=O)(=O)c2c(C)noc2C)cc1`?
MCF10A rerep: 17%; KB-3-1 tox: 2%; KB-V1 MDR tox: 7.3µM*; HT1080NT lethal: -25%; HT1080 IDH1KD tx: -1%; IL1B secr inh: -5; SW480 rereplic: 4%; DRD3 agonist: -17; GLP1R cytotox: 6%

How did CCOC(=O)/C(=N\Nc1ccccc1Cl)N1CCN(Cc2ccccc2)CC1 do in these assays?
MCF10A rerep: inconclusive; KB-3-1 tox: -16%; KB-V1 MDR tox: 3.7µM*; HT1080NT lethal: -5%; HT1080 IDH1KD tx: -2%; IL1B secr inh: -18; SW480 rereplic: -1%; DRD3 agonist: -7; GLP1R cytotox: 74%[activator]

Results for C=CCn1c(O)c(N=NC(=S)Nc2cccc(C)c2)c2ccccc21 ?
MCF10A rerep: -26%; KB-3-1 tox: inconclusive; KB-V1 MDR tox: 2.9µM*; HT1080NT lethal: -6%; HT1080 IDH1KD tx: inconclusive; IL1B secr inh: -6; SW480 rereplic: inconclusive; DRD3 agonist: -10; GLP1R cytotox: inconclusive

Results for O=[N+]([O-])c1cccc(S(=O)(=O)N2CN(c3ccc(Br)cc3)c3nc4ccccc4nc32)c1 ?
MCF10A rerep: inconclusive; HT1080NT lethal: -4%; HT1080 IDH1KD tx: 7%; IL1B secr inh: 4; SW480 rereplic: -9%; DRD3 agonist: -2; GLP1R cytotox: -1%

What do the screens show for `CCOc1ccccc1NC(=O)c1ccccc1N(C)S(=O)(=O)c1ccc(C)cc1`?
MCF10A rerep: 6%; KB-3-1 tox: inconclusive; KB-V1 MDR tox: 12µM*; HT1080NT lethal: -7%; HT1080 IDH1KD tx: -16%; IL1B secr inh: -25; SW480 rereplic: 1%; DRD3 agonist: 5; GLP1R cytotox: -12%

What do the screens show for `COC(=O)CSc1nnc(-c2ccccc2O)n1-c1ccc(C)cc1`?
MCF10A rerep: 4%; KB-3-1 tox: 1%; KB-V1 MDR tox: 1%; HT1080NT lethal: 2%; HT1080 IDH1KD tx: 1%; IL1B secr inh: 5; SW480 rereplic: 1%; DRD3 agonist: 0; GLP1R cytotox: 8%

What do the screens show for `CC(C)Nc1nc(NCCO)nc2ccccc12`?
KB-3-1 tox: 14%; KB-V1 MDR tox: 11%; HT1080NT lethal: 7%; HT1080 IDH1KD tx: 1%; IL1B secr inh: 88; DRD3 agonist: 5; GLP1R cytotox: -7%

Results for Cc1c(CCC(=O)O)c(=O)n2c([nH]c3ccccc32)c1C#N ?
MCF10A rerep: 21%; KB-3-1 tox: 1%; KB-V1 MDR tox: -3%; HT1080NT lethal: 8%; HT1080 IDH1KD tx: 0%; IL1B secr inh: 22; SW480 rereplic: -7%; DRD3 agonist: -9; GLP1R cytotox: -8%

How did O=CNc1ccc(OC(=O)c2cncc(Br)c2)cc1 do in these assays?
MCF10A rerep: 3%; KB-3-1 tox: 16%; KB-V1 MDR tox: 4%; HT1080NT lethal: 5%; HT1080 IDH1KD tx: -1%; IL1B secr inh: 3; SW480 rereplic: 1%; DRD3 agonist: 3; GLP1R cytotox: -19%

Results for C=CCn1c(SCC(=O)NC2CCS(=O)(=O)C2)nnc1-c1ccncc1 (stereo not drawn) ?
MCF10A rerep: 7%; KB-3-1 tox: -3%; KB-V1 MDR tox: 2%; HT1080NT lethal: 13%; HT1080 IDH1KD tx: 12%; IL1B secr inh: -5; SW480 rereplic: -2%; DRD3 agonist: 9; GLP1R cytotox: 1%

How did O=C1CC(N2CCC(Cc3ccccc3)CC2)C(=O)N1CCc1ccccc1 (stereo not drawn) do in these assays?
MCF10A rerep: inconclusive; KB-3-1 tox: 3%; KB-V1 MDR tox: inconclusive; HT1080NT lethal: -22%; HT1080 IDH1KD tx: -9%; IL1B secr inh: -11; SW480 rereplic: -3%; DRD3 agonist: -7; GLP1R cytotox: 2%

What do the screens show for `CC(=O)N(c1ccccc1)c1nnc(-c2cnc(C)cn2)s1`?
MCF10A rerep: -1%; KB-3-1 tox: -6%; KB-V1 MDR tox: -25%; HT1080NT lethal: -11%; HT1080 IDH1KD tx: -17%; IL1B secr inh: 0; SW480 rereplic: -11%; DRD3 agonist: -4; GLP1R cytotox: 5%

How did CN1C(C(=O)NCc2ccco2)=CC(c2ccc(F)cc2)=NS1(=O)=O do in these assays?
MCF10A rerep: -6%; KB-3-1 tox: 3%; KB-V1 MDR tox: -3%; HT1080NT lethal: 3%; HT1080 IDH1KD tx: -2%; IL1B secr inh: -7; SW480 rereplic: -1%; DRD3 agonist: -3; GLP1R cytotox: 5%

How did O=C(O)CC/C(=N\NC(=O)CNC(=O)c1ccc(F)cc1)c1ccccc1 do in these assays?
MCF10A rerep: -4%; KB-3-1 tox: 11%; KB-V1 MDR tox: 1%; HT1080NT lethal: 9%; HT1080 IDH1KD tx: 10%; IL1B secr inh: 0; SW480 rereplic: -8%; DRD3 agonist: -15; GLP1R cytotox: 1%

Results for COc1ccc(C(NC(=O)/C=C/c2ccco2)c2ccc(OC)cc2)cc1 ?
MCF10A rerep: 9%; KB-3-1 tox: 0%; KB-V1 MDR tox: inconclusive; HT1080NT lethal: -19%; HT1080 IDH1KD tx: -17%; IL1B secr inh: -4; SW480 rereplic: -8%; DRD3 agonist: 2; GLP1R cytotox: 10%

Results for CCCOc1ccc(C(=O)CCNC(Cc2c[nH]c3ccccc23)C(=O)O)cc1 (stereo not drawn) ?
MCF10A rerep: -10%; KB-3-1 tox: -1%; KB-V1 MDR tox: -7%; HT1080NT lethal: -6%; HT1080 IDH1KD tx: 0%; IL1B secr inh: -9; SW480 rereplic: -8%; DRD3 agonist: -2; GLP1R cytotox: 2%
